Screens deposited in PubChem BioAssay by several laboratories.
KCNQ1 act: potentiates or activates the human KCNQ1 potassium channel; P51787; CHO-K1 KCNQ1, thallium flux FluxOR fluorescence; hits give high values; B-score at 10 µM; 310,000 compounds, 0.35% hits; AID 2648;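 active = fluorescence ratio B-score, a plate-corrected score, at least three library SD, with initial intensity B-score within 5 SD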
Target sequence (P51787 whole entry, looked up): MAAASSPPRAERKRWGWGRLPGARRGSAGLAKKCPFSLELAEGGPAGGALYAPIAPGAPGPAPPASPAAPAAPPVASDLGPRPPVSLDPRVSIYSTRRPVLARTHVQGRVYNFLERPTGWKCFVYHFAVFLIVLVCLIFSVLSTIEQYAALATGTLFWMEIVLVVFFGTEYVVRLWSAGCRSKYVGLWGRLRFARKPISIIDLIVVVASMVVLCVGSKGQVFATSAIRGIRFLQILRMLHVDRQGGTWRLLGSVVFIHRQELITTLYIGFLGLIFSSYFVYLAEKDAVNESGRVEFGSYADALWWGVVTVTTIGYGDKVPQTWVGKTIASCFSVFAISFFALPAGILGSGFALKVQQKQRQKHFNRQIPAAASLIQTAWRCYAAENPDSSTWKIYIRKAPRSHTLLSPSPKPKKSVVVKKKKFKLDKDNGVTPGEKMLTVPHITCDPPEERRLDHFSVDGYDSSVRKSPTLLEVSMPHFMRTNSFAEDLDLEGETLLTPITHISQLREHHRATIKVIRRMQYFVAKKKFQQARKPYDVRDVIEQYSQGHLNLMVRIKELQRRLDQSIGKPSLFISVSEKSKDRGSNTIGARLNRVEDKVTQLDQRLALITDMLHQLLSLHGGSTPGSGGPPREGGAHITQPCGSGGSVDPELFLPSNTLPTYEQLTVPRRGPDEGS
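assay system = KCNQ1-transfected CHO-K1 cells | medium = assay buffer with matched DMSO | probe or stimulus = depolarizing K+/Tl+ stimulus, K2SO4 and Tl2SO4 each 12.5 mM in 5x stock | dosing = single dose | incubation = dye 90 min, compound 20 min, room temperature | detection = kinetic FluxOR fluorescence, 10 s baseline plus 110 s post-stimulus | evaluation = ratio B score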
TRPC4 PAM: allosterically enhances the mouse TRPC4 cation channel | 310,000 compounds, 0.42% hits | B-score at 10 µM | HEK293 TRPC4beta/mu-opioid, DAMGO EC20, Fluo-4 Ca2+ flux; hits give high values | Q9QUQ5;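 active = B-score of calcium response area above 5 SD of library B-scores, with initial fluorescence ratio within 5 SD of library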;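 note: B-score of integrated fluorescence ratio over time as area under calcium response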
DYRK1A inh: inhibitors of rat Dyrk1A kinase; ADP-Glo luminescence, NFATc1 peptide; inhibition, % at 12.5 µM; 310,000 compounds, 0.43% hits; AID 504441; in the data active = inhibition above about 50%;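 note: plate controls were vehicle with enzyme for no effect and no enzyme for full effect; many of its hits are not listed in these tables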
KCNQ1 inh: blocks the human KCNQ1 potassium channel; P51787; CHO-K1 KCNQ1, FluxOR thallium flux fluorescence; hits give high values; B-score at 10 µM; 310,000 compounds, 1.3% hits;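 active = compounds whose thallium flux B-score, printed positive for inhibition, exceeds three library SD while starting fluorescence stays within three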;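 note: channel opened by potassium depolarization with thallium stimulus after 20 min compound exposure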
hERG rescue: hERG (human) protection from proarrhythmic block; Q12809; CHO-hERG, FluxOR thallium flux, dofetilide IC70 present; activation (rescue from dofetilide block), less the hit threshold, % at 10 µM; 310,000 compounds, 0.51% hits; AID 1511;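 active = activation above the mean of controls blocked by dofetilide plus 5 SD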;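 note: thallium influx through hERG after potassium depolarization seen as dye fluorescence rise; in these data hits start at about 4.7%; inactives centre near -7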
KCNK9 inh: human KCNK9 channel inhibition | B-score at 10 µM | Q9NPC2 | HEK293 KCNK9, FluxOR thallium flux fluorescence; hits give low values | 310,000 compounds, 1.2% hits;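 active = ratio B-score over 3 SD below the library mean, with starting fluorescence within 5 SD of its mean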;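 note: negative B-score means less thallium flux so channel inhibition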
Target sequence (Q9NPC2 whole entry, looked up): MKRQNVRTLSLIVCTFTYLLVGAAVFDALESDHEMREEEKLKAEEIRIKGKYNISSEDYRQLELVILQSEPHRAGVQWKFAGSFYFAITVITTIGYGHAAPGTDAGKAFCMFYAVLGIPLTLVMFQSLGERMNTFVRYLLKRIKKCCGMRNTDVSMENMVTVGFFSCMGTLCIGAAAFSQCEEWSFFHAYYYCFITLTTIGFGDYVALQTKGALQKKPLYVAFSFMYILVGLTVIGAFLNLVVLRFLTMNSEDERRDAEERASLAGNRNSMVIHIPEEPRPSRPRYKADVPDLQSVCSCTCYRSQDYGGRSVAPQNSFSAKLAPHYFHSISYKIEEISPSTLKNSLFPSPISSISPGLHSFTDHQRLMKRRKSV
Platelet DG rel: modulates dense granule release in human platelets | human platelet-rich plasma, SFLLRN dense granule ATP release, luminescence | inhibition, %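 (compounds screened at 7.5 µM in platelet-rich plasma)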 | 300,000 compounds, 0.22% hits | AID 1663;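 active = mean replicate score, as percent of positive control, at or above 50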
TRPC4 inh: TRPC4 (mouse) channel inhibition | B-score at 10 µM | AID 2247 | HEK293 TRPC4beta/mu-opioid, DAMGO-evoked Fluo4 calcium flux; hits give low values | Q9QUQ5 | 300,000 compounds, 0.39% hits;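 active = B-score over 3 SD under the library average, no early fluorescence shift, positive overall ratio signal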
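Material: HEK293 cells with stable TRPC4beta plus mu-opioid receptor expression / Probe or stimulus: DAMGO in two steps, submaximal then maximal / Compound: single concentration per test compound / Technique: kinetic Fluo4 fluorescence imaging of calcium influx / Read-out: per-well B score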
KCNK3 block: human KCNK3 channel inhibition, primary screen. B-score at 10 µM. CHO-KCNK3 thallium flux, FluxOR fluorescence; hits give low values. 340,000 compounds, 0.84% hits. O14649. AID 602410;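 active = B-score under library mean minus 4 SD, starting fluorescence ratio at most library mean plus 5 SD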;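 note: more negative B-score means stronger inhibition of thallium flux through KCNK3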
TRPC4 act: activators of mouse TRPC4 channel; Q9QUQ5; HEK293 TRPC4beta/mu-opioid, Fluo4 calcium fluorescence; hits give high values; B-score at 10 µM; 310,000 compounds, 0.49% hits; AID 2237;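 active = B-score above 5 SD of library B-scores, and initial fluorescence ratio not above library mean plus 5 SD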;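 note: positive B-score marks a calcium rise read as TRPC4 activation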
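Test system: HEK293 cells stably co-expressing mouse TRPC4beta and mu-opioid receptor | Schedule: Fluo4 dye loading 45 min at room temperature, 110 s recording | Measured by: Kinetic Fluo4 calcium fluorescence, 5 s baseline at 1 Hz | Evaluation: B score of integrated ratio | Controls: Buffer (low) and maximal DAMGO (high)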
PolyA inh: inhibitors of polyadenylation in S. cerevisiae. calls only at 12 µM. 300,000 compounds, 0.02% hits. S. cerevisiae SKY197-pL101 polyadenylation reporter, beta-gal luminescence; efflux-impaired pdr1/pdr3 knockout yeast; score 100 = 6 SD above DMSO. AID 1875;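 active = lowest replicate activity score at least 50, where 100 means six control SD above control mean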;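 note: yeast exposed to compound for 9 h at 30 °C; higher score means more reporter readthrough which indicates perturbed polyadenylation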
* hit, by the source's call; i = inactive; . = not tested or not shown.

| SMILES | Platelet DG rel | PolyA inh | DYRK1A inh | TRPC4 act | KCNK3 block | TRPC4 PAM | hERG rescue | KCNK9 inh | KCNQ1 inh | KCNQ1 act | TRPC4 inh |
| --- | --- | --- | --- | --- | --- | --- | --- | --- | --- | --- | --- |
| Cc1nc(NC(=O)COc2ccccc2)sc1C(=O)Nc1ccccc1 | 1.4 | i | -3.7 | i | i | i | -9.5 | i | i | i | i |
| Cc1ccc(N2CC(C(=O)NCc3cccnc3)CC2=O)cc1 (stereo unspecified) | 2.4 | i | -3.3 | i | i | i | 0.5 | i | i | i | i |
| Nc1nnc(CC(=O)N/N=C\c2ccc(-c3cccc(Cl)c3)o2)s1 | 3.4 | . | -4.5 | i | i | i | -3.4 | i | i | i | i |
| Cc1c(NS(=O)(=O)c2ccccc2F)c(=O)n(-c2ccccc2)n1C | -11.6 | i | -1.8 | i | i | i | -3.2 | i | i | i | i |
| C/C(=N\N=C(/N)SC1CC(=O)N(c2ccc(Cl)cc2)C1=O)c1cccs1 (stereo unspecified) | -1.1 | i | 0.7 | i | i | i | -8.9 | i | i | i | i |
| OCCN1CCN(C(=S)Nc2ccc(Oc3ccccc3)cc2)CC1 | 4.2 | i | -0.1 | i | i | i | -4.0 | i | i | i | i |
| Cc1ccc(S(=O)(=O)NC(C)(C)CN2CCCCC2)cc1 | 0.3 | i | 5.1 | i | i | i | -3.2 | i | i | i | i |
| COc1ccc(CCNS(=O)(=O)c2ccc(C3CNC(=O)C3)cc2)cc1OC (stereo unspecified) | -2.4 | i | -5.7 | i | i | i | 1.8 | i | i | i | i |
| ClC(Br)=C(n1cnc2ccccc21)n1cnc2ccccc21 | -0.5 | i | 2.6 | i | i | i | -14.8 | i | i | i | i |
| O=C(NCc1ccccc1)c1onc(CSc2ccc(Cl)cc2)c1C(=O)NCc1ccccc1 | -0.8 | i | 2.4 | i | i | i | -1.1 | i | i | i | . |
| O=C(CSc1nnc(NC(=O)C2CCC2)s1)NC1CC1 | 1.8 | i | -13.3 | i | i | i | -6.2 | i | i | i | i |
| CN1/C(=N\O)c2cccc3cccc1c23 | -0.9 | i | 66.3* | i | i | i | -5.7 | i | i | i | i |
| O=C(NCCN1CCOCC1)c1sc2ccccc2c1Cl | 7.1 | i | 13.8 | i | i | i | -8.9 | i | i | i | i |
| CCn1c(SCC(=O)NCc2ccccc2)nc2nc3c(cc2c1=O)CCCC3 | -1.8 | i | -1.2 | i | i | i | -5.1 | i | i | i | i |
| COc1ccc(-c2nnc(Nc3nc4c(OC)cccc4s3)o2)c(OC)c1 | 5.1 | i | 1.1 | i | i | i | 2.1 | i | i | i | i |
| COc1ccc(CN2C(=O)CS/C2=N/N=C/c2cccs2)cc1 | -3.4 | i | -5.9 | i | i | i | -12.8 | i | i | i | i |
| CCNC(=S)Nc1cc(OCC)c(NC(=O)c2cccs2)cc1OCC | -3.3 | i | -1.3 | i | i | i | -8.2 | i | i | i | i |
| COCCOC(=O)C1=C(C)Nc2cc(=O)[nH]c(=O)n2C1c1cccc([N+](=O)[O-])c1 (stereo unspecified) | 8.5 | i | 1.4 | i | i | i | -7.9 | i | i | i | i |
| CCCNc1nc2c(c(=O)n(C)c(=O)n2C)n1Cc1ccc(F)cc1 | 6.9 | i | 9.2 | i | i | i | -6.6 | i | i | i | i |
| FC(F)(F)c1cccc(-c2ccn3ncnc3n2)c1 | 12.2 | i | -2.6 | i | i | i | -17.1 | i | i | i | i |
| O=C(Nc1cccc(Cl)c1)C1CCCN(c2cnccn2)C1 (stereo unspecified) | -2.1 | i | -0.2 | i | i | i | -15.7 | i | i | i | i |
| Cc1noc2ncnc(Oc3ccc4ccccc4c3)c12 | -5.0 | i | 0.1 | i | i | i | -9.8 | i | i | i | i |
| COc1ccc(S(=O)(=O)N2CCN(CCc3ccccc3)CC2)c(OC)c1 | 1.6 | i | -1.4 | i | i | i | -7.7 | i | i | i | i |
| CCO[C@H]1OC(C(=O)N2CCN(Cc3ccc4c(c3)OCO4)CC2)=C[C@@H](C(C)(C)C)[C@@H]1CCCO | -5.5 | i | -2.0 | i | i | i | -14.5 | i | i | i | i |
| O=C(/C=C/c1ccccc1)N1CCN(S(=O)(=O)c2ccc(F)cc2)CC1 | 3.7 | i | . | i | i | i | -12.7 | i | i | i | i |
| Cc1occc1C(=O)N/N=C/c1cccc2ccccc12 | 7.3 | i | 6.6 | i | i | i | -5.3 | i | i | i | i |
| S=c1nccc(-c2cc(Cl)sc2Cl)[nH]1 | -3.4 | i | 5.1 | i | i | i | -1.6 | i | i | i | i |
| Cc1ccc(OCC(=O)NCCCNC(=O)c2ccncc2)cc1 | 9.1 | i | -0.9 | i | i | i | -7.5 | i | i | i | i |
| CCOC(=O)NC(=O)c1cn(Nc2ncc(Cl)cc2C(F)(F)F)c(=O)[nH]c1=O | 4.4 | i | 4.4 | i | i | i | -9.7 | i | i | i | i |
| O=S(=O)(c1ccc(F)cc1)N1CCCC1 | -0.6 | i | 9.0 | i | i | i | 2.7 | i | i | i | i |
| Cc1nn(-c2ccccc2)c(Cl)c1C(=O)NCc1ccccc1F | 8.7 | i | 2.9 | i | i | i | -6.0 | i | i | i | i |
| O=C(CSc1cccc[n+]1[O-])c1cccs1 | 0.8 | i | -1.7 | i | i | i | -12.5 | i | i | i | i |
| CCC(Cc1ccccc1)NC(=O)CN(C)S(=O)(=O)c1ccc2c(c1)c(=O)n(C)c(=O)n2C (stereo unspecified) | -10.7 | i | -4.3 | i | i | i | -18.0 | i | i | i | i |
| COc1ccc(C2CC(c3ccc(OC)c(OC)c3)=NN2C(=O)c2ccccc2)cc1 (stereo unspecified) | . | i | 3.9 | i | i | i | -6.0 | i | i | i | i |
| O=C1/C(=C/c2cccc(F)c2)Oc2cc(O)ccc21 | 11.2 | i | 17.4 | i | i | i | -8.4 | i | 14* | i | i |
| O=[N+]([O-])c1ccc(N2CCCC2)cc1N1CCCC1 | -11.0 | i | 13.9 | i | i | i | -6.5 | i | i | i | i |
| CCCCOc1ccccc1NC(=O)c1ccc(=O)[nH]c1 | 2.1 | . | 11.2 | i | i | i | -10.4 | i | i | i | i |
| CC(C)C/C=C1\CCc2c([nH]c3ccccc23)C1=O | -7.0 | i | 1.7 | i | i | i | -1.3 | i | i | i | i |
| Cc1cc(C)nc(N2CCC(C(=O)Nc3ccc(Oc4ccccc4)cc3)CC2)n1 | -12.5 | i | 1.1 | i | i | i | -4.3 | i | i | i | i |
| Cc1c(C(=O)NCc2ccc3c(c2)OCO3)oc2ccc(S(=O)(=O)N3CCCC3)cc12 | -0.8 | i | 5.3 | i | i | i | -6.6 | i | i | i | i |
| Cc1noc(C)c1CSc1ccccc1C(=O)N(C)CC(=O)Nc1cccc(F)c1 | -2.5 | i | 2.5 | i | i | i | -11.2 | i | i | i | i |
| Cc1nc2c(c(C)nn2-c2ccccc2)c(C)c1Cl | -14.0 | i | 0.0 | i | i | i | -13.5 | i | i | i | i |
| COC(=O)c1ccc(OCC(O)CN(CCO)CCO)cc1 (stereo unspecified) | -1.7 | i | 0.5 | i | i | i | -14.6 | i | i | i | i |
| O=C(Nc1ccc([N+](=O)[O-])cc1)c1cc(Cl)sc1Cl | -0.6 | i | -1.7 | i | i | i | -3.9 | i | i | i | i |
| COc1ccc(Oc2ncnc3c2oc2ccc(Br)cc23)cc1 | 8.1 | i | 1.4 | i | i | i | -6.7 | i | i | i | i |
| Cc1nnc2ccc(-c3cccc(NS(=O)(=O)c4cc(F)ccc4F)c3)nn12 | 7.1 | i | 7.8 | i | i | i | -10.2 | i | i | i | i |
| COc1ccc(CNC(=O)CNS(=O)(=O)c2ccc(Cl)cc2)cc1 | 2.5 | i | -4.8 | i | i | i | -4.9 | i | i | i | i |
| Cc1c(-c2ccccc2)[nH]n2c(=O)c3c(nc12)CCCC3 | 4.3 | i | 5.9 | i | i | i | -7.5 | i | i | i | i |
| O=C(N/N=C/c1cc(Cl)cc([N+](=O)[O-])c1O)C(O)(c1ccccc1)c1ccccc1 | -1.3 | i | . | i | i | i | -2.8 | i | i | i | i |
| COC(=O)C1(C)CCC(C(=O)Nc2ccccc2)C1(C)C (stereo unspecified) | -12.4 | i | . | i | i | i | -2.5 | i | i | i | i |
| Cc1cccc(NC(=O)c2n[nH]c([N+](=O)[O-])c2Br)c1C | -5.0 | i | -7.9 | i | i | i | -14.3 | i | 7* | i | i |
| C[C@@H]1CCC[C@@]2(O[C@@H](CCO)C[C@@H](O)[C@@H]2O)O1 | 5.3 | i | 4.5 | i | i | i | 3.5 | i | i | i | i |
| CCOC(=O)C1C(=O)C=C(c2cccc(NS(C)(=O)=O)c2)CC1c1ccco1 (stereo unspecified) | -2.9 | i | 3.6 | i | i | i | -16.1 | i | i | i | i |
| OC[C@H]1O[C@@H]2O[C@H]3[C@H](O)[C@@H](O)[C@@H](O[C@H]4[C@H](O)[C@@H](O)[C@@H](O[C@H]5[C@H](O)[C@@H](O)[C@@H](O[C@H]6[C@H](O)[C@@H](O)[C@@H](O[C@H]7[C@H](O)[C@@H](O)[C@@H](O[C@H]1[C@H](O)[C@H]2O)O[C@@H]7CO)O[C@@H]6CO)O[C@@H]5CO)O[C@@H]4CO)O[C@@H]3CO | -1.3 | i | . | i | . | i | -4.8 | i | i | i | i |
| CC(=O)Oc1ccc(C(c2ccc(OC(C)=O)cc2)c2ccccn2)cc1 | 14.6 | i | -6.4 | i | i | i | -5.4 | i | i | i | i |
| COc1ccc(CNC(=O)CCS(=O)(=O)c2ccc3c(c2)CC(C)N3C(=O)C2CC2)cc1 (stereo unspecified) | 11.8 | i | -2.9 | i | i | i | -3.1 | i | i | i | i |
| CN(C)CCN1C(=O)C2C3C=CC(C3)C2C1=O (stereo unspecified) | 2.9 | i | 1.7 | i | i | i | -8.4 | i | i | i | i |

Not all compounds are listed; rates above refer to the full screens.
